CIT2-GFP yeast: yeast TOR pathway CIT2-GFP modulation; S. cerevisiae CIT2-GFP strain, flow cytometry, 3 h; 100 means same as DMSO wells; GFP response vs DMSO, % at 10 µM; 320,000 tested, 0.065% active;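 active = GFP response relative to DMSO above a set limit, near the screen mean plus 3 SD, cut at about 150% in these data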;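 note: ratio of well median GFP fluorescence to mean of DMSO wells on the plate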
AGP1-GFP MLPCN: alters AGP1-GFP fluorescence in TOR pathway yeast screen; S. cerevisiae AGP1-GFP multiplex flow cytometry, 3 h; GFP as percent of DMSO wells; GFP response vs DMSO, % at 10 µM; 320,000 tested, 0.02% active;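 active = GFP response relative to DMSO above a set limit, near screen average plus 3 SD, cut at about 150% in these data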;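 note: median GFP channel fluorescence of the gated AGP1 strain per well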
MEX-5 binding: C. elegans MEX-5 TCR-2 RNA binding activity. MEX-5/FITC-TCR2 RNA binding, fluorescence polarization; active compounds read low. AID 1832. 300,000 tested, 0.38% active. activity score (negative = inhibition of binding), % at 10 µM;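 active = inhibition past about -25% in most replicates, and total fluorescence under double the plate's negative control median, limit read from the data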;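 note: 0% = DMSO and -100% = 5 µM competing unlabeled TCR2 RNA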
Fam108B counter: blocks mouse Fam108B hydrolase in RBBP9 counter-screen; recombinant Fam108B, FP-Rh probe fluorescence polarization; inhibition, % at 9.51 µM; 300,000 tested, 0.33% active;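 active = inhibition above the screen mean inhibition plus 3 SD, computed separately per campaign, cut at about 18% in these data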;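 note: inhibitors lower polarization as less probe binds the enzyme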
GLD-1 RNA inh: GLD-1-TGE RNA interaction inhibition (C. elegans) | inhibition, % at 5.96 µM | purified GLD-1 + fluorescein TGE RNA, fluorescence polarization | 320,000 tested, 0.44% active | AID 2280;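 active = percent inhibition above a per-plate cutoff, the plate mean of test compounds plus 3 SD, cut at about 30% in these data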;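 note: 0% = DMSO wells with GLD-1 and probe and 100% = wells lacking GLD-1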
VLA-4 inh: inhibition in a human VLA-4 binding assay. P13612. VLA-4 expressing cells, ligand binding flow cytometry. inhibition, % (about 7 µM as worked out from the volumes in the protocol). 330,000 tested, 0.2% active. AID 2557; in the data active = inhibition above about 50%
Target sequence (P13612 whole entry, looked up): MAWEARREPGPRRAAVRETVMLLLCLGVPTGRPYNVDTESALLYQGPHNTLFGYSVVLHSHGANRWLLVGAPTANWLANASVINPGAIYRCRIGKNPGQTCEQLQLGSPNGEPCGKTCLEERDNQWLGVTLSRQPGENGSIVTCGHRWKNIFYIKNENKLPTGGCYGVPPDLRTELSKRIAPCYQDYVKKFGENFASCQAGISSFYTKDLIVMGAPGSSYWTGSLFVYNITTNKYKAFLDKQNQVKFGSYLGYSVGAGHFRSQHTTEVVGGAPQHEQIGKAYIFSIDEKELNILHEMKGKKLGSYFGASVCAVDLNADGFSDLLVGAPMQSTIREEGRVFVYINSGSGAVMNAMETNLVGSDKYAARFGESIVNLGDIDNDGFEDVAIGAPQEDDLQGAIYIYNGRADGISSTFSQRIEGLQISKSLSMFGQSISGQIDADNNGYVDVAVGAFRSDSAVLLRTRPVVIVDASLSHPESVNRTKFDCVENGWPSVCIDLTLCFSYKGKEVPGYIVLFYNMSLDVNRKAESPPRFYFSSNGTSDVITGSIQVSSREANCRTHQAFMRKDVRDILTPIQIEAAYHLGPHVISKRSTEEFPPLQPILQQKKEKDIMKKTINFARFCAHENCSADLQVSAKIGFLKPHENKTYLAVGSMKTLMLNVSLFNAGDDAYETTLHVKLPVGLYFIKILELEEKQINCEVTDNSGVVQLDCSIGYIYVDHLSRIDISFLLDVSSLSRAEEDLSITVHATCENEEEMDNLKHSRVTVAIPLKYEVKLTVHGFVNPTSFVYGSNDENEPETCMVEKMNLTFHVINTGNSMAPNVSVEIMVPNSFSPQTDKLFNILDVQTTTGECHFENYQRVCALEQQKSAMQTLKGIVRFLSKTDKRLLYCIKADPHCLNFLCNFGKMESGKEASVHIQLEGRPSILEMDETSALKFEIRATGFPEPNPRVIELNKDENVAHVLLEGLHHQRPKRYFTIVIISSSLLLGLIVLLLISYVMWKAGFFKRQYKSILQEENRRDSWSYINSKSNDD
MCL1-BIM inh: MCL1-BIM-BH3 interaction inhibition (human); GST-MCL1 / FITC-Bim-BH3 fluorescence polarization; Q07820; inhibition, % at 10.9 µM; 320,000 tested, 0.68% active;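 active = inhibition above the mean inhibition of all tested compounds plus 3 SD, set per campaign, cut at about 40% in these data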;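 note: 0% = DMSO wells and 100% = unlabeled Bim-BH3 peptide control; higher means more loss of mP so more displacement of Bim peptide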
GRK2 aptamer HTS: blocks RNA aptamer binding to human GRK2. AID 488847. P25098. 330,000 tested, 0.59% active. inhibition of aptamer binding, % at 10 µM. bead flow cytometry, FAM-aptamer displacement from GRK2;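 active = inhibition of aptamer binding above 40%, roughly 3 SD of noise, on plates passing a quality check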;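 note: median bead fluorescence of bound FAM aptamer so fluorescent compounds give negative values; no value below 0 was filed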
BCLXL inh: inhibitors of human Bcl-xL | Q07817 | GST-Bcl-xL / FITC-Bim BH3 peptide fluorescence polarization | inhibition, % at 10.9 µM | 320,000 tested, 0.7% active | AID 2129;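 active = inhibition above the mean of all tested compounds plus 3 SD, cutoff set per campaign, cut at about 30% in these data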;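 note: 0% = DMSO wells and 100% = unlabeled Bim-BH3 peptide competitor; inhibitors lower millipolarization by displacing the labeled peptide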
* hit, by the source's call; nt = no result given; & = joins results of further samples.

molecule	VLA-4 inh	Fam108B counter	AGP1-GFP MLPCN	MEX-5 binding	GLD-1 RNA inh	GRK2 aptamer HTS	CIT2-GFP yeast	BCLXL inh	MCL1-BIM inh
COc1ccc(NC(=O)CCn2c(=O)c3cccn3c3ccccc32)c(OC)c1	-5	4	101	-1.9	-2	0	99	13	11
O=c1[nH]c2cc3c(cc2cc1CN(Cc1cccs1)Cc1nnnn1Cc1ccco1)OCCO3	4	0	102	2.0	-9	0	87	20	22
Cc1ccc(S(=O)(=O)N2CCOCC2)cc1NS(=O)(=O)c1ccc(F)c(F)c1	-18	nt	103	nt	-2	0	100	1	1
CCOc1ccc(NC2=CC(=O)CC(c3ccco3)C2)cc1 (centres undefined)	4	1	98	0.1	5	0	99	1	4
O=C(O)CCc1nn2c3ccccc3nc2n(-c2ccccc2)c1=O	29	-5	88	2.1	2	0	79	3	2
COc1ccc(CN(Cc2ccc(C(=O)O)cc2)C(=S)Nc2cccc(C)c2)cc1OC	19	-4	100	-2.0	2	12	101	8	8
OCCCc1cn(CC2CCCCC2)nn1	30	3	80	0.5	4	0	68	-3	-5
O=S(=O)(/C=C/c1ccccc1)c1ccccc1	5	2	103	nt	-1	2	96	6	1
CCc1cccc(NC(=O)CCCn2nc(C)c3c(C)n(-c4ccccc4)nc3c2=O)c1	4	-1	101	-1.0	-4	2	104	5	2
O=C(O)C1C2C=CC(C2)C1C(=O)NCCCn1ccnc1 (centres undefined)	7	-1	101	0.0	3	1	95	1	-2
CCCSc1ccc([C@H]2N[C@@](C)(C(=O)OC)[C@H]3C(=O)N(C)C(=O)[C@@H]23)cc1	nt	-5	nt	1.9	0	nt	nt	4	8
CCN(CC)CCNC(=O)Cc1c(C(=O)O)n(CC)c2ccccc12	5	0	102	-1.2	2	0	99	7	3
O=C(CNC(=O)c1ccc(Cl)cc1Cl)OCCOc1ccccc1	15	0	100	-0.8	5	2	91	7	7
O=C(CNC(=O)c1ccc(N2C(=O)c3ccccc3C2=O)cc1)OCC(=O)c1ccc(Cl)cc1	-1	-3	109	2.3	8	0	106	3	4
Cc1nc2scc(C)n2c(=O)c1S(=O)(=O)NCC1CCN(Cc2ccc(Cl)cc2)CC1	-2	-4	111	0.6	10	0	110	9	8
Cc1cccc2c1N(CCOc1ccc(C(C)(C)C)cc1)C(=O)C2=O	35	-2	93	0.0	-2	4	100	2	7
O=C(O)C1C2CCC(C2)C1C(=O)N1CCCC1 (centres undefined)	22	2	98	-1.4	11	2	104	6	9
O=C(O)C1CCCCC1C(=O)N1CCN(S(=O)(=O)c2ccc(F)cc2)CC1 (centres undefined)	20	0	101	0.3	2	0	97	-3	0
COc1ccccc1Nc1ccc([N+](=O)[O-])cc1N	-13	3	98	-0.3	-7	2	96	-30	-54
C=CCn1c(N)c(C(=O)OCC)sc1=S	-2	0	87	-2.4	-3	1	90	5	4
O=C(Cn1c2ccccc2c(=O)c2ccccc21)N/N=C/c1cc([N+](=O)[O-])ccc1N1CCCCC1	1	-4	94	-2.1	-2	0	91	0	4
O=C(Cc1ccc(Br)cc1)NC1CCCCC1	0	-1	107	0.1	-2	3	nt	6	6
O=C(c1ccccc1-c1nc(-c2ccccc2Cl)no1)N1CCOCC1	6	2	101	nt	8	0	100	4	7
Cc1sc2nc(-c3cccnc3)[nH]c(=O)c2c1-c1ccccc1	11	1	93	-2.1	-6	1	88	1	4
COc1ccc(N(Cc2cc3ccccc3[nH]c2=O)S(=O)(=O)c2ccc(C)cc2)cc1	-6	-2	109	0.2	7	1	100	-2	-3
NS(=O)(=O)c1ccc(NC(=O)c2cc(-c3ccccc3O)n[nH]2)cc1	3	-6	99	-1.0	-8	4	99	4	1
O=C1CCCC1C(=O)Nc1ccc2ccccc2c1 (centres undefined)	6	0	97	-2.1	2	2	95	4	5
O=C(O)c1cnn(-c2nc(-c3ccc(Br)cc3)cs2)c1C(F)(F)F	1	0	79	-2.9	3	1	105	2	3
CCCN1CCN(CCCNC(=S)Nc2ccc3nc(N4CCN(CC)CC4)cc(C)c3c2)CC1	20	2	99	2.2	-5	0	96	5	2
Cc1ccc(Oc2ncccc2/C=N/OCc2ccc(Cl)c(Cl)c2)cc1	-4	-1	104	1.6	1	0	118	9	4
COc1ccccc1-c1oc2ccccc2c1-c1ccc2c(c1)OCO2	2	nt	100	nt	5	0	100	5	4
O=C(c1ccc2c3c(cccc13)CC2)C1CCCN(Cc2ccncc2)C1 (centres undefined)	5	1	113	-3.2	2	1	106	7	8
O=C(O)c1cn(-c2ccccc2)nc1-c1cccnc1	5	-1	112	-2.4	-2	0	105	-1	1
Cn1cnc2cc(NCc3ccccc3O)ccc21	12	2	101	-3.7	1	0	101	8	14
CCN(CC)S(=O)(=O)c1cccc(C(=O)NC(C)C(c2cccs2)N2CCCC2)c1 (centres undefined)	-5	4	105	-2.1	4	0	104	9	-2
Cc1ccc(Oc2cc(C)nc(-c3ccccc3O)n2)cc1	-9	4	95	-3.6	-1	0	97	-2	-1
CCC(CC)C(=O)N1CC(=O)Nc2ccc(F)cc2C1c1ccccc1 (centres undefined)	11	-3	98	1.0	1	0	102	5	1
CCC(Oc1ccc(C)c(C)c1)C(=O)O (centres undefined)	12	0	104	-1.7	-7	0	98	0	2
O=C(CN1CCCCC1)Nc1scc2c1c(=O)oc1ccccc12	4	-1	97	-1.2	0	1	89	3	3
COc1cccc(/C=C/C(=O)OCC(=O)NCc2ccco2)c1OC	6	0	103	-0.7	1	8	104	6	-9
O=C(Nc1cccc(-n2cccn2)c1)C1CCCN(Cc2ccccc2F)C1 (centres undefined)	10	-3	100	-3.1	-9	1	97	1	1
CCC(Cc1ccccc1)NS(=O)(=O)c1ccc2c(c1)NC(=O)CS2 (centres undefined)	3	-1	97	-0.4	-5	3	97	5	0
C=CCN(C(=O)c1csnn1)C(C(=O)NC1CCCC1)c1ccc(Cl)cc1 (centres undefined)	-6	2	113	2.2	2	2	110	6	5
N#CCCCCn1ccc(NC(=O)c2ccc(Cl)cc2O)n1	11	1	99	nt	5	1	93	6	3
COc1ccc(NC(=O)N2CCc3cc(OC)c(OC)cc3C2)cc1	8	0	98	-0.2	-1	0	96	-4	-7
N/C(=N\OC(=O)Cc1ccccc1[N+](=O)[O-])c1ccc(Br)cc1	-4	2	96	-0.8	1	0	99	6	5
Cc1ccc(CN2CC(C(=O)N3CC=C(c4ccccc4)CC3)CC2=O)cc1 (centres undefined)	7	-1	81	-0.5	3	0	96	-1	-6
O=C(CCC(=O)N1CCCc2ccccc21)N1CCN(S(=O)(=O)c2ccccc2)CC1	-2	3	104	0.4	-3	0	102	4	-7
COC(=O)c1cc(C(=O)N2CCN(c3cccc(C)c3C)CC2)cc([N+](=O)[O-])c1	-8	-2	102	1.0	8	0	107	7	3
Cc1c(C(=O)OCCOC(C)C)[nH]c2c1C(=O)CC(C)(C)C2	-12	2	104	-2.1	1	3	98	-1	5

(further entries)
molecule	VLA-4 inh	Fam108B counter	AGP1-GFP MLPCN	MEX-5 binding	GLD-1 RNA inh	GRK2 aptamer HTS	CIT2-GFP yeast	BCLXL inh	MCL1-BIM inh
CC(=O)Oc1ccccc1N(C(C)=O)S(=O)(=O)c1cccc([N+](=O)[O-])c1	5	4	nt	-1.5	-3	0	93	10	4
COc1cccc2sc3ccc(C#Cc4ccc(N)cc4)cc3c(=O)c12	0	14	83	0.6	1	3	73	9	3
Cc1ccc(-c2nc3ccccc3o2)cc1NC(=O)c1ccc2c(c1)OCO2	-22	-9	104	-3.6	-4	1	102	1	0
COc1ccccc1NC(=O)CN1CCN(c2ccc(Cl)cc2)CC1	-1	-5	100	-0.4	-1	0	98	-1	14
N#Cc1ccc2c(c1)nc1ccccn12	43	1	98	0.9	3	2	106	7	8
CCNc1nc(NC(C)C)nc(N(n2cnnc2)S(=O)(=O)c2ccc(C)cc2)n1	-24	1	106	-3.2	5	1	103	5	4
Cc1cccc(NC(=O)CSc2cn[nH]n2)c1	2	-1	104	0.3	3	4	110	3	4
CN1C(=O)C(C)(C)c2cc(S(=O)(=O)N3CCCC3C(=O)NCc3ccc(F)cc3)ccc21 (centres undefined)	-32	2	102	-0.8	1	0	105	6	1
COc1ccc(COCC(O)CN2CCCCC2)cc1OC (centres undefined)	5	2	69	-0.3	-2	1	81	-3	-7
Cc1ccc2nc3c(c(Nc4ccccc4)c2c1)CCC3	11	-1	103	-1.6	-2	0	89	0	2
Cn1c(=O)c2c(ncn2CC(=O)N2CCN(c3ccccc3F)CC2)n(C)c1=O	4	-4	101	2.9	8	1	105	6	0
COc1ccc(C(=O)c2c(C(F)(F)F)oc3c2C(=O)c2ccccc2C3=O)cc1OC	0	7	97	-0.7	3	0	97	7	-1
CCOc1ccc2nc(SCC(=O)Nc3cc4c(cc3C(C)=O)OCO4)[nH]c2c1	11	-3	118	-2.3	-3	0	89	8	10
CCOC(=O)c1ccc(N/C(=N/S(=O)(=O)c2ccccc2)c2ccccc2)cc1	5	4	92	2.3	4	0	89	7	0
O=C(OCC(=O)N1CCCc2ccccc21)c1ccc(C(F)(F)F)cc1	14	2	98	0.3	5	2	90	-1	0
O=C(CCC1CCCC1)NCc1ccccn1	20	1	103	1.6	1	0	92	-5	-7
CCOC(=O)C(C)/C(C)=N/NC(=O)c1cc2ccccc2cc1O (centres undefined)	30	11	93	0.1	-19	0	91	-7	-21
CC(C)CC(=O)C(=O)O	28&-13	5&-3	83&80	nt	1&-4	1&5	82&85	3&0	-5&2
O=C(NCCCO)c1ccc(CSc2nc3ccccc3c(=O)[nH]2)cc1	-3	-1	99	2.1	7	6	101	5	10
COc1ccc(CN2CCN(Cc3ccc(OC)c(OC)c3OC)CC2)cc1	11	0	103	-3.7	4	0	102	0	-2
Cc1c(Br)c(-c2n[nH]c(=S)n2Cc2ccco2)nn1C	-3	4	115	-2.7	3	0	83	-14	-12
Cc1ccccc1NC(=O)CCSc1nnnn1-c1ccccc1	4	0	85	-0.8	-10	6	89	-2	-3
C=CC[C@@H](CC(=O)N[C@@H](CO)Cc1ccccc1)C(=O)NC[C@@H](OC(=O)[C@@H](CC=C)CC(=O)OC(C)(C)C)c1ccccc1	6	nt	103	nt	2	3	103	nt	nt
Cc1nn(C)cc1CNC(=O)Nc1ccc(Cl)c(Cl)c1	8	-4	nt	0.5	8	1	90	1	-5
COc1cc(/C=C2/C(=O)NN(c3ccc(F)cc3)C2=O)cc([N+](=O)[O-])c1O	-6	8	89	-16	-6	0	81	12	11
Nc1ccc(N2CCCCC2)cc1N1CCCCC1	-22	1	100	-2.7	3	4	89	8	10
O=c1cc(NCc2ccccc2)nc2ccccn12	-5	0	78	0.8	-4	0	nt	4	3
COC(=O)c1ccc(-c2ccc([C@H]3[C@H]4C=CC[C@@H](C)[C@@H]4C(=O)N3Cc3ccccc3)c(F)c2)cc1	12	-6	101	2.6	1	1	99	8	1
CCC1(CC)Cc2ccccc2C2=C(C(=O)N3CCCCC3)C(=O)C(=O)N21	-1	5	99	1.7	2	1	104	6	16

Screens (PubChem BioAssay)
